GPR55 LPI antagonism – GPR55 antagonists blocking LPI-driven arrestin recruitment, primary screen, imaging, U2OS, beta-arrestin-GFP, LPI agonist (AID 2013); U2OS GPR55 beta-arrestin-GFP translocation imaging, LPI antagonism; higher % means a stronger effect; inhibition, % at 10 µM, or IC50 in µM where a hit was titrated; actives 0.13% (n = 290,000);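 active = spots per cell inhibited over 60%, with over 100 cells counted and total cytoplasm intensity under 500,000; inconclusive = wells with under 100 cells, flagged as likely toxic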;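 note: U2OS cells stably carrying GPR55 and arrestin-GFP stimulated by 5 µM LPI near EC80; imaged beta-arrestin-GFP aggregate spots per cell after agonist stimulation; plate controls were LPI-stimulated DMSO wells for no effect and DMSO wells without LPI for full effect; some results filed as inactive read as strong as hits; confirmed hits need IC50 under 10 µM and bright autofluorescent wells are also inconclusive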
MgcRacGAP inhibition – MgcRacGAP GTPase-activating activity inhibitors, confirmation, biochemical, ADP Hunter fluorescence; AID 624330; inhibition, % at 30 µM; hits with a dose series show IC50 in µM; MgcRacGAP-stimulated Rac1 GTP hydrolysis, ADP Hunter fluorescence; higher % means a stronger effect; GST-tagged Rac1 F28L mutant substrate; actives 0.6% (n = 340,000);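 active = first-screen hits whose inhibition reached a set limit at any dose in the follow-up dose series; inconclusive = inhibition above the set first-screen limit but never retested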;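 note: fluorescence reports GDP produced by GAP-driven GTP hydrolysis; strong numbers were not always called active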
Yfh1-off respiration – enhancers of respiration in Yfh1-depleted yeast, dose response, Friedreich's ataxia, plus single-dose screen (AID 1465). S. cerevisiae Yfh1-off respiration, WST-1 reduction, 72 h; higher fold induction means a stronger effect. fold induction at 50 µM; hits with a dose series show EC50 in µM. actives 0.074% (n = 220,000);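 active = fold induction of absorbance versus untreated yeast above a set limit, then at least 30% activation at any dose in follow-up; inconclusive = repeats straddling the limit, or above it without dose testing; inactive = fold induction below the set limit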;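 note: activators that raise dye reduction in frataxin-depleted yeast; strong numbers were not always called active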
NS5 inhibitors – flavivirus cap methylation enzyme inhibition – biochemical, confirmation dose response, primary screen (AID 588689). Dengue-2 NS5 methyltransferase capping enzyme assay, biochemical; higher % means a stronger effect. inhibition, % at 25 µM, or IC50 in µM where a hit was titrated. actives 0.3% (n = 340,000); in the data active = a potency from the dose series; inconclusive = inhibition above about 29% without an active follow-up result
NTR1 ag – agonists of NTR1, primary screen, imaging, U2OS cells, beta-arrestin-GFP, high content (AID 493036); P30989; NTR1-U2OS beta-arrestin-GFP spot imaging, agonist mode; activation, % at 20 µM; actives 0.17% (n = 330,000);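 active = activation at or above 40% of the spot to cytoplasm intensity ratio, with at least 20 cells analyzed; inconclusive = wells under 20 cells, flagged as cytotoxic or low count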;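 note: 0% = DMSO without peptide and 100% = 100 nM NTR1 peptide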
Target sequence (P30989 whole entry, looked up): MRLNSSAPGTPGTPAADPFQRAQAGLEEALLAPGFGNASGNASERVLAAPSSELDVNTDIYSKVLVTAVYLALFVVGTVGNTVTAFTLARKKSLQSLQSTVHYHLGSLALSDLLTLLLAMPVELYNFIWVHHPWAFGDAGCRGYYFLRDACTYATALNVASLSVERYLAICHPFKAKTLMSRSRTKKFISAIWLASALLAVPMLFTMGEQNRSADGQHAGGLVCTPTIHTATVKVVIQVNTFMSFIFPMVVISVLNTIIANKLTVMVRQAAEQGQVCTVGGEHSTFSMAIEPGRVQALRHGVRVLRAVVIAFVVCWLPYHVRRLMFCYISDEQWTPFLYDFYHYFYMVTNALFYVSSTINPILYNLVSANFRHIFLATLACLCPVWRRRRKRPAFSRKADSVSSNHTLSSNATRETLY
AID2073 – disruptors of CaV2.2 binding to Mint1 – biochemical, HTRF (AID 2073); HTRF protein-protein interaction, Mint1-CaV2.2; higher % means a stronger effect; inhibition, % at 20 µM; hits with a dose series show IC50 in µM; actives 0.19% (n = 290,000); in the data active = inhibition mostly above about 51%, no sharp cut-off; inconclusive = no clear call, values can overlap the other calls; inactive = mostly below about 53%; note: some results filed as inactive read as strong as hits
GPR55 beta-arrestin – selective activators of receptor GPR55 – imaging, U2OS cells, beta-arrestin-GFP redistribution, primary screen (AID 1961) | U2OS GPR55 beta-arrestin-GFP redistribution imaging; higher % means a stronger effect | activation, % at 10 µM; hits with a dose series show EC50 in µM | actives 0.048% (n = 290,000);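 active = activation above 40% with more than 50 cells counted in the well; inconclusive = wells holding fewer than 50 cells, flagged as toxic or sparse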;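 note: U2OS osteosarcoma cells stably expressing GPR55 and beta-arrestin-GFP; plate controls were DMSO negative control for no effect and LPI positive control for full effect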
SV40 large T antigen – TAg ATPase/helicase activity blockers – biochemical (AID 1903). SV40 large T antigen ATPase/helicase inhibition assay; higher % means a stronger effect. inhibition, % at 20 µM; hits with a dose series show IC50 in µM. actives 0.39% (n = 310,000); in the data active = a potency from the dose series; inconclusive = inhibition mostly from about 32% at the one dose, without a potency; inactive = the rest, 99 in 100 with inhibition below about 32%; note: strong numbers were not always called active
GPR35 antagonists – GPR35 antagonists blocking zaprinast-driven arrestin recruitment, primary screen, imaging, U2OS, beta-arrestin-GFP, zaprinast agonist (AID 2058); U2OS GPR35 beta-arrestin-GFP translocation imaging, zaprinast antagonism; higher % means a stronger effect; inhibition, % at 10 µM, or IC50 in µM where a hit was titrated; actives 0.052% (n = 290,000);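 active = inhibition of at least 50% with at least 30 cells and total cytoplasm GFP at most 10,000,000; inconclusive = under 30 cells or total GFP of 10,000,000 plus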
NTR1 ag cell count 20 µM – recorded beside NTR1 ag, whose call it bears; cell count; measured here: cell count, cytotoxicity flag
Active calls of the source: *; i = inactive; ? = inconclusive; / = not tested or not shown.

entry	structure	GPR55 LPI antagonism	MgcRacGAP inhibition	Yfh1-off respiration	NS5 inhibitors	NTR1 ag	NTR1 ag cell count 20 µM	AID2073	GPR55 beta-arrestin	SV40 large T antigen	GPR35 antagonists
1	COc1ccc(Nc2ncc(C#N)c(N)n2)c(OC)c1	16%	-6%	i	-9%	0.0	44	5%	-0.1%	8%	8%
2	CCOc1ccc(C(=O)N[C@H](C(=O)Nc2cccc(S(=O)(=O)N3CCCCC3)c2)C(C)C)cc1	13%	10%	i	6%	0.3	63	17%	0.2%	4%	-15%
3	CCCCn1c(N)c(N(CCC(C)C)C(=O)C2CC(=O)N(c3ccc(OC)cc3OC)C2)c(=O)[nH]c1=O (stereo not drawn)	/	0%	/	-3%	-0.6	61	/	/	16%	/
4	COc1cc2c(cc1OC)[C@H](C)N(C(=O)CSc1nc(O)c(C(C)C)c(=O)[nH]1)CC2	-7%	-2%	/	-2%	0.2	106	2%	-0.1%	/	-8%
5	COc1ccccc1N(C)S(=O)(=O)c1ccc(C(=O)OCC(=O)Nc2ccccc2F)cc1	-8%	6%	i	-1%	-0.1	68	6%	-0.6%	0%	-13%
6	CC(C)OP(=O)(c1ccc(N(C)C)cc1)C(O)c1ccc(Br)cc1 (stereo not drawn)	0%	5%	/	-1%	0.5	89	12%	-0.1%	13%	7%
7	COC(=O)Nc1sc2c(c1C(=O)NCc1ccco1)CCCC2	-11%	6%	i	-3%	0.9	72	-8%	0.1%	10%	-6%
8	CCC(=O)Nc1cc(C(=O)O)ccc1Sc1ccc(C)cc1	-8%	3%	i	34%	-1.0	39	-1%	-0.4%	2%	10%
9	CCN(CC)CCCn1c(SCC(=O)Nc2cccc(F)c2)nnc1-c1ccoc1C	2%	3%	/	-14%	2.2	36	28%	-0.2%	4%	-5%
10	COc1ccc(C(=O)N2CCN(C(=O)Cc3ccccc3)CC2)cc1OC	-2%	3%	i	-1%	0.6	37	-7%	0.2%	-1%	1%
11	Cc1ccc(N2C(=O)C(O)(C(F)(F)F)C3=C2CC(C)(C)CC3=O)cc1C (stereo not drawn)	-16%	2%	i	-2%	2.3	63	6%	-0.1%	6%	9%
12	COc1cc(/C=C2/NC(=O)N(Cc3ccccc3F)C2=O)ccc1O	3%	?	i	1%	4.1	51	-5%	0.4%	?	-19%
13	CC(=O)Nc1cc(-c2nn(CC(=O)N3CCCCC3)c(=O)c3ccccc23)ccc1N1CCOCC1	-1%	10%	i	0%	0.5	31	-1%	-0.1%	4%	-12%
14	Cc1ccc(C)c(N2CCN(S(=O)(=O)c3cc4c(cc3C)NC(=O)CO4)CC2)c1	3%	8%	/	-1%	22	52	11%	0.0%	7%	-8%
15	Nc1cc(=O)[nH]c(SCC(=O)N2CCN(S(=O)(=O)c3ccc4ccccc4c3)CC2)n1	17%	4%	i	1%	0.7	37	18%	-0.2%	15%	-2%
16	O=C(CN1C(=O)c2ccccc2S1(=O)=O)Nc1ccccc1	-6%	3%	i	-1%	-1.7	41	8%	-0.1%	18%	-11%
17	COc1cccc(C(=O)CC(C(=O)O)c2ccc(F)cc2)c1 (stereo not drawn)	4%	10%	/	-7%	0.1	105	12%	-0.5%	20%	28%
18	CC1=C(C(=O)Nc2ccccn2)C(c2ccc(Br)cc2)NC(=S)N1 (stereo not drawn)	1%	5%	i	-7%	-1.4	63	-9%	-0.5%	7%	2%
19	O=C(COc1ccccc1Cl)NNC(=O)C1CCCO1 (stereo not drawn)	-5%	8%	i	-3%	2.2	59	13%	0.0%	-7%	-10%
20	Cc1c(C(=O)NNC(=S)Nc2ccc(S(N)(=O)=O)cc2)oc2ccccc12	12%	16%	/	10%	0.4	50	-13%	0.3%	25%	-5%
21	COc1ccc2cc3cc(C(=O)NCCCN4CCc5ccccc5C4)sc3nc2c1	3%	6%	i	-6%	0.2	54	11%	0.5%	9%	-4%
22	O=C(NC1CCCCC1)N1CCCC1	3%	3%	i	-4%	5.9	81	-6%	0.1%	4%	5%
23	COc1ccc(CC/C(C)=N\NC(N)=O)cc1	16%	5%	i	-3%	-0.4	58	2%	0.4%	6%	-14%
24	COC(=O)C1=C(C)Nc2nnnn2C1c1cccnc1 (stereo not drawn)	3%	7%	i	-10%	-0.6	63	9%	-0.2%	9%	3%
25	OCCCc1nc2n(n1)C(c1ccccc1Cl)C=C(c1cccs1)N2 (stereo not drawn)	-1%	11%	i	-12%	1.6	72	33%	-0.1%	11%	16%
26	COC(=O)C1=CNC=C(C(=O)OC)C1c1cccc(OC)c1	13%	7%	i	-2%	-0.3	64	25%	-0.1%	8%	-12%
27	CCOC(=O)C1C(=O)C=C(c2ccc([N+](=O)[O-])cc2)CC1c1ccccc1 (stereo not drawn)	11%	6%	i	-3%	0.2	90	16%	-0.3%	6%	-3%
28	Cc1nnc(Sc2cc(NCCCO)c([N+](=O)[O-])c3nonc23)s1	-14%	3%	i	18%	/	/	-60%	4.8%	?	-20%
29	Cc1cc(C)c(NC(=O)COc2nc3ccccc3nc2C)c(C)c1	4%	8%	i	-4%	1.7	81	10%	0.3%	0%	12%
30	CCOC(=O)c1c(SCC(=O)Nc2nc(C)cs2)nc(=O)[nH]c1C	19%	6%	/	-13%	-0.1	55	2%	0.6%	5%	9%
31	N/C(=N\OC(=O)CCc1ccccc1)c1ccc(Br)cc1	19%	14%	i	-1%	2.1	57	-7%	0.2%	26%	-2%
32	CCO[C@H]1OC(C(=O)N2CCOCC2)=C[C@@H](c2ccc(C(F)(F)F)cc2)[C@@H]1CCCO	6%	2%	i	1%	1.8	93	7%	0.6%	6%	-2%
33	Cc1ccc(S(=O)(=O)Nc2ccc(Cl)cc2)cc1NC(=O)Cn1cnc2c1c(=O)n(C)c(=O)n2C	15%	6%	i	-1%	-1.0	56	-11%	0.0%	6%	-10%
34	COCCCNC(=O)CN(c1cc(OC)ccc1OC)S(=O)(=O)c1ccccc1	15%	3%	i	-9%	-1.9	73	-2%	0.3%	6%	4%
35	CC1(C)Cc2ccccc2-c2nc3n(c(=O)c21)CCS3	8%	2%	i	-1%	1.1	24	15%	0.0%	7%	12%
36	Cn1c(SCC(=O)N2CCOCC2)nc2cccnc21	1%	7%	i	-8%	-0.8	54	0%	0.0%	-1%	-9%

Ordered by value in SV40 large T antigen (lowest first): some entries from above
no. | canonical_smiles | SV40 large T antigen
36 | Cn1c(SCC(=O)N2CCOCC2)nc2cccnc21 | -1%
35 | CC1(C)Cc2ccccc2-c2nc3n(c(=O)c21)CCS3 | 7%
31 | N/C(=N\OC(=O)CCc1ccccc1)c1ccc(Br)cc1 | 26%

Continuation.
entry	structure	GPR55 LPI antagonism	MgcRacGAP inhibition	Yfh1-off respiration	NS5 inhibitors	NTR1 ag	NTR1 ag cell count 20 µM	AID2073	GPR55 beta-arrestin	SV40 large T antigen	GPR35 antagonists
37	O=C(CSC1=NCCS1)Nc1ccc(S(=O)(=O)NC2CCCCC2)cc1	0%	8%	i	-2%	0.5	87	10%	0.3%	1%	-4%
38	CCC(C(=O)OCC(=O)Nc1cc(C)ccc1OC)c1ccccc1 (stereo not drawn)	3%	3%	i	-5%	2.8	83	-10%	0.7%	7%	6%
39	CN=C1NN=C(c2cc(C)n(-c3ccc(Cl)cc3)c2C)CS1	12%	5%	i	-7%	5.2	36	9%	-0.2%	15%	2%
40	Fc1ccc(NC(=S)Nc2ccc(F)c(Cl)c2)cc1Cl	-16%	7%	i	-5%	4.7	49	-14%	0.0%	22%	-14%
41	CCC(C)(C)n1nnnc1C(c1cc2cc3c(cc2[nH]c1=O)OCO3)N1CCCCC1 (stereo not drawn)	3%	-7%	/	3%	-1.6	57	0%	0.0%	5%	-6%
42	CCCN1CC(=O)N2C(c3ccccc3)c3[nH]c4ccccc4c3C[C@H]2C1=O (stereo partly drawn)	13%	6%	/	-5%	0.4	85	4%	0.4%	12%	-4%
43	CCOc1ccc(C(=O)O)cc1OC	27%	5%	i	-3%	-0.3	59	3%	-0.1%	8%	11%
44	COc1ccc(/C(C)=N/NC(=S)NCc2ccco2)cc1	1%	6%	i	-2%	0.1	44	-20%	-0.1%	12%	20%
45	CCOC(=O)CSc1nc(NC#N)nc(N(CC)CC)n1	-3%	-12%	/	-4%	-1.9	69	-6%	-0.1%	27%	7%
46	Clc1ccc(OCCn2ccnc2)c(Br)c1	3%	13%	i	-2%	-3.6	93	18%	-0.1%	15%	-12%
47	O=C(CC12CC3CC(CC(C3)C1)C2)N/N=C/c1ccncc1	11%	3%	i	-4%	-1.8	50	3%	-0.3%	6%	2%
48	CC(C)CN(CCCNC(=O)CN1C(=O)COc2ccc(S(=O)(=O)N3CCCCCC3)cc21)CC(C)C	2%	3%	/	-10%	0.2	69	21%	-0.4%	/	1%
49	CCN(CC)S(=O)(=O)c1ccc(OC)c(NC(=O)c2cc(C)on2)c1	9%	9%	i	-1%	-0.3	58	43%	-0.5%	2%	2%
50	CCOC(=O)N1C/C(=C\c2ccccc2)C(=O)/C(=C/c2ccccc2)C1	6%	12%	i	-3%	/	/	5%	3.6%	/	4%
51	CCCCc1ccc(NC(=O)CC(C)(C)C)cc1	12%	8%	i	1%	5.8	55	11%	0.1%	4%	-1%
52	CC1(C)CC(NC(=O)c2ccc(Cl)cc2Cl)CC(C)(C)N1	-30%	0%	/	-11%	0.7	58	10%	-0.1%	9%	1%
53	CC(=O)Nc1ccc(S(=O)(=O)Nc2ccc(Nc3ccccc3)cc2)cc1	9%	70µM*	/	0%	-1.6	59	-2%	0.9%	32%	-3%

Among those listed so far, 2 have a cyano group.
entry	structure	GPR55 LPI antagonism	MgcRacGAP inhibition	Yfh1-off respiration	NS5 inhibitors	NTR1 ag	NTR1 ag cell count 20 µM	AID2073	GPR55 beta-arrestin	SV40 large T antigen	GPR35 antagonists
1	COc1ccc(Nc2ncc(C#N)c(N)n2)c(OC)c1	16%	-6%	i	-9%	0.0	44	5%	-0.1%	8%	8%
45	CCOC(=O)CSc1nc(NC#N)nc(N(CC)CC)n1	-3%	-12%	/	-4%	-1.9	69	-6%	-0.1%	27%	7%

Screens as filed in PubChem BioAssay.
